Bioassay records deposited in PubChem by National Center for Advancing Translational Sciences (NCATS).
RECQ1 inh: blocks DNA unwinding by human RECQ1. P46063. RECQ1 DNA unwinding, red fluorescence kinetic read. AID 2549. Potency, µM (top dose mostly 57.3 µM), for the others: at the highest dose activity, negative = inhibition, hits mostly inhibitors. 240,000 tested, 0.54% active;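 also: plate controls were vehicle for no effect and no enzyme for full effect; nearly all actives have a fitted effect of over 30% in size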
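RECQ1T1 50 nM; forked duplex (20 bp + 30-nt ss tails) 200 nM, ATP 2 mM final; pH 8.0, 2 mM MgCl2, 2.5 ug/ml poly(dI-dC); 15 min compound preincubation; discontinuous kinetic read over 2 h at RT.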
JMJD2E inh: blocks human JMJD2E demethylase activity; B2RXH2; JMJD2E catalytic domain, FDH-coupled NADH fluorescence (FDH is formaldehyde dehydrogenase); Potency, µM (highest dose often 57.1 µM), for inactives: top-dose activity change, negative = inhibition, usual class: inhibitors; 230,000 tested, 1.6% active; AID 2147; active = well fitted inhibition curve with a large enough effect, not every such curve was filed as active; inconclusive = small, poorly fitted or top-dose-only effect, or another doubt; inactive = no such curve, though single readings can be large or run the other way;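 also: 0% = wells with enzyme and -100% = buffer wells without enzyme; nearly all actives have a fitted effect of over 50% in size; many of its hits are not listed in these tables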
Target sequence (B2RXH2 1-337 limits assumed): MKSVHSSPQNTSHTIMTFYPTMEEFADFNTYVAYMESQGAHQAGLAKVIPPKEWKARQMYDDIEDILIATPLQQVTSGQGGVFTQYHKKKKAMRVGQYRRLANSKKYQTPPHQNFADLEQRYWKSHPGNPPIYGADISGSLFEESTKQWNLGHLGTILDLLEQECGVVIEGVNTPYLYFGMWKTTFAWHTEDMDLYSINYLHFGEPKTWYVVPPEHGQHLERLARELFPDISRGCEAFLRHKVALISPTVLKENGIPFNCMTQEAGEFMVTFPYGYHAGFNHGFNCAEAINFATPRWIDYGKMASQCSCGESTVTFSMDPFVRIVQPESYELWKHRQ
ALDH1A1 block: inhibitors of human aldehyde dehydrogenase 1A1 | 220,000 tested, 7.3% active | Purified ALDH1A1, NADH fluorescence, propionaldehyde substrate | Potency, µM (doses to about 75.3 µM), inactives show at the highest dose activity, negative = inhibition, actives largely listed as inhibitors; active = well fitted inhibition curve with a large enough effect, not every such curve was filed as active; inconclusive = small, poorly fitted or top-dose-only effect, or another doubt; inactive = no such curve, though single readings can be large or run the other way;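 also: plate controls were no enzyme wells and a reference inhibitor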
RGS12 GoLoco inh: inhibitors of human Gai1-RGS12 GoLoco interaction (red fluorophore); Potency, µM (titrated, usually from 61.6 µM), for inactives: at the top dose activity, negative = inhibition, usual class: inhibitors; 230,000 tested, 0.44% active; P63096; Gai1:RGS12 GoLoco peptide FP, rhodamine, 10 min; AID 880; active = well fitted inhibition curve with a large enough effect, not every such curve was filed as active; inactive = no such curve, though single readings can be large or run the other way; also: % is scaled to controls: 0 for no effect and ±100 for the full control effect; nearly all actives have a fitted effect of over 30% in size; many of its hits are not listed in these tables
Target sequence (P63096 whole entry, looked up): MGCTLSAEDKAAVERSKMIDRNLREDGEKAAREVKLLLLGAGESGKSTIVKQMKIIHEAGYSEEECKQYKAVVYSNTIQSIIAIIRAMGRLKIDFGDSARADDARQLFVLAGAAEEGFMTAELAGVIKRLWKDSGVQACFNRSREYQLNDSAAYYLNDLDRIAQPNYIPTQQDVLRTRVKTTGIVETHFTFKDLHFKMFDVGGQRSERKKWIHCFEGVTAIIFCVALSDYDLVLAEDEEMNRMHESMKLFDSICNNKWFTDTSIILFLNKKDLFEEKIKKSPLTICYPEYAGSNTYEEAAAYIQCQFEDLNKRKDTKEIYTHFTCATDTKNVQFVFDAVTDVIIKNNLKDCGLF
TR SRC2 fluor cs: counter-screen for TRb-SRC2 inhibitors: fluorescence interference; TRb/SRC2 Texas Red total fluorescence interference; Potency, µM (top dose mostly 106 µM), inactives show at the top dose fluorescence change, negative = quenching; 280,000 tested, 0.29% active; AID 1479; active = well fitted curve in either direction with a large enough effect; inconclusive = small, poorly fitted or top-dose-only effect; also: % is scaled to controls: 0 for no effect and ±100 for the full control effect
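Human TRβ ligand-binding domain (0.6 uM) and Texas Red SRC2 peptide (20 nM) in Tris buffer with 1 uM T3 and 5% DMSO were incubated with pinned compound for 5 hr at ambient temperature. Total fluorescence was computed as S + 2P (555/632 nm).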
SMN2 splice up: SMN2 splice variant enhancement | AID 1458 | Potency, µM (series often up to 46.1 µM), without a hit: top-dose activity change, positive = activation, most hits filed as activators | 210,000 tested, 2.8% active | HEK293 SMN2-luciferase splicing reporter, luminescence, 30-36 h; also: % of control where 0% means no effect; nearly all actives have a fitted effect of over 55% in size
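HEK293 cells carry an SMN2 […]–luciferase reporter in which exon 7 inclusion puts luciferase in frame. Cells were plated 10-12 h before compound addition, then incubated 30-36 h at 37C. ONE-Glo luminescence was read; sodium butyrate at 4.5 mM final served as control.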
LMNA splice mod: LMNA splicing modulation. HeLa LMNA splicing GFP/RFP minigene ratio, 48 h. Potency, µM (doses to about 46.1 µM), without a hit: at the highest dose ratio change, negative = inhibition, usual class: inhibitors. 200,000 tested, 0.01% active; active = well fitted inhibition curve with a large enough effect in the signal ratio, with a control signal flat, not every such curve was filed as active; inconclusive = small, poorly fitted or top-dose-only effect, or effect the other way, or a change in a side signal; the % refers to the signal ratio; also: % is scaled to controls: 0 for no effect and ±100 for the full control effect
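S3 HeLa stable clones carrying a lamin A-EGFP splicing minigene plus DsRed2 were seeded at 600 cells/well in Opti-MEM with 2% FBS, pin-dosed and incubated 48 h at 37°C. Acumen cytometry (488 nm) gave the GFP/RFP total-intensity ratio.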
TRb SRC2 PPI: inhibitors of human thyroid hormone receptor beta-SRC2 interaction; P10828; TRbeta-SRC2 peptide binding, fluorescence polarization; receptor liganded with 1 µM T3; Potency, µM (titrated, usually from 106 µM), without a hit: top-dose activity change, negative = inhibition, usual class: inhibitors; 280,000 tested, 0.065% active; AID 1469;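 also: plate controls were bound peptide for no effect and peptide without receptor for full effect; nearly all actives have a fitted effect of over 50% in size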
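Assay buffer: 20 mM Tris-HCl, 100 mM NaCl, 10% glycerol, 1 mM EDTA, 0.01% NP-40, 1 mM DTT, 1 uM T3, 5% DMSO; TRb LBD 0.6 uM, Texas Red SRC2 20 nM; FP after 5 hr.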
* = called active by the depositor; i = inactive; ? = inconclusive; nt = not tested or not shown; & = joins results of further samples; [ ] = dose if it differs, or a comment. Unless noted, calls follow the shape of the dose curve; as a rule, active = well fitted curve in the direction sought with a large enough effect; inconclusive = small, poorly fitted or top-dose-only effect, or another doubt; inactive = no such curve, though single readings can be large; an effect the other way counts as inactive or inconclusive. Potency is read from the fitted curve at half-maximal effect.

SMILES | RECQ1 inh | JMJD2E inh | ALDH1A1 block | RGS12 GoLoco inh | TR SRC2 fluor cs | SMN2 splice up | LMNA splice mod | TRb SRC2 PPI
O=C1CSC(c2ccccn2)N1c1ccc(Br)cc1 (configuration not stated) | -1% | 6% | 8% | 13% | 1% | -30% | -13%[46 µM] | -4%
CCNC(=S)N/N=C(\C)c1ccc(Cl)s1 | -1% | -10% | -9% | 20% | -1% | -7% | ? | 2%
COc1ccc(-c2cc(C(=O)NN)n(-c3ccccc3)n2)cc1 | -8% | -1% | 8.9µM* | 13% | -5% | 20% | ? | 3%
Nc1nc2c(ncn2[C@@H]2O[C@H](COP(=O)(O)OP(=O)(O)OP(=O)(O)O)[C@@H](O)C2O)c(=O)[nH]1 (some centres not stated) | i | nt | 4% | 2% | -4% | 1% | nt | -1%
N#CCC(=O)N1CCCCCC1 | -11% | 5% | -1% | 4% | 1% | -4% | 1% | 3%
CCn1c(Cn2nnc(-c3ccccc3)n2)nnc1SCC(=O)N1CCOCC1 | -17% | 5% | 16% | 3% | -2% | 0% | 5% | -5%
CCOC(=O)c1c(NC(=O)CC)sc(C(=O)N2CCCCC2)c1C | -3% | 8% | ? | 1% | 2% | -5% | -3% | -5%
CC(=O)Nc1cccc2c1C(=O)N(c1cccc(OC(C)=O)c1)C2=O | -5% | -1% | -4% | -1% | -3% | -1% | 5%[46 µM] | 4%
COc1ccc(CCC(=O)Nc2ccc3c(c2)OCCO3)cc1 | i | -9% | -4% | nt | -2% | nt | -1% | 5%
Cc1cc(C)c(C)c(S(=O)(=O)N2CCCCC2C(=O)O)c1C (configuration not stated) | -12% | 4% | 12% | -3% | -2% | -13% | nt | 1%
COc1ccc2c(c1)c(=O)oc1c(C)c(OCc3cc(C(=O)O)oc3C)ccc12 | -9% | 4% | -2% | 42%[activator] | -1% | 1% | nt | 14%
Cc1cc(C)c[n+](CC(=O)c2ccc(NC(=O)c3ccccc3)cc2)c1 | i | 7% | 1% | 5% | -3% | 13% | 2%[46 µM] | 7%
O=C(Nc1ccccc1)c1cnc2ccccc2n1 | -3% | 3% | -13% | -3% | -5% | ? | -7% | 4%
CSc1ccc(C(=O)/C=C/c2ccc(N)cc2)cc1 | -18% | -15% | ? | 13% | -16% | 14µM* | ? | 19%
CCOC(=O)NC(=O)/C(C#N)=C/c1ccc(N(C)C)cc1 | i | -15% | 13µM* | 9% | -3% | nt | nt | 5%
CCOC(=O)CC(NC(=O)Cn1nnc(-c2ccccc2F)n1)c1ccc(OC)cc1 (configuration not stated) | -8% | -1% | ? | -4% | -3% | -10% | nt | 5%
CC1CCCCC1NC(=O)Cn1nnc(-c2ccc(Cl)cc2)n1 (configuration not stated) | -4% | 7% | 5% | 2% | -1% | 5% | -19% | -16%
COc1ccc(N=C2SC(CC(=O)Nc3ccccc3)C(=O)N2CCN2CCOCC2)cc1 (configuration not stated) | i | -15% | 2% | 0% | -1% | 12% | -11%[46 µM] | -1%
CCOc1ccc(/C=C/C(=O)c2cc(Br)ccc(=O)c2O)cc1 | 22µM* | 32µM* | ? | 13% | -12% | -57%[inhibitor] | ? | -4%
O=C(CN1CCN(c2ccc(Cl)cc2[N+](=O)[O-])CC1)N1CCOCC1 | -11% | 3% | nt | 2% | -3% | nt | nt | -3%
COc1ccc(N2CCN(C3=CC(=O)N(c4cccc(Cl)c4)C3=O)CC2)cc1 | -6% | -5% | ? | 6% | -2% | -4% | nt | -1%
Cc1ccc(S(=O)(=O)N2CCCCC2)cc1NC(=O)CSCC(=O)O | -3% | 2% | -7% | 2% | 3% | 11% | 16%[46 µM] | 1%
COC(=O)c1ccc(CN2[C@H](C(=O)OC)C[C@@]3(O)[C@H](O)[C@H](O)[C@H](O)C[C@@H]23)cc1 | 2% | ? | ? | -7%&6% | -2%&-2% | -14% | nt | -4%&-9%
COCCN1Cc2cccc(C(=O)Nc3cccnc3)c2C1=O | -6% | -2% | ? | 1% | -3% | ? | 5% | -3%
Cc1nn(-c2ccccc2)c2c1C(c1c(C)[nH]c(C#N)c1C)C(C#N)=C(N)O2 (configuration not stated) | -13% | -20% | 15% | 6% | 0% | 23% | 11% | -10%

Overlap with the part before: 3 compounds; new compounds follow.
SMILES | RECQ1 inh | JMJD2E inh | ALDH1A1 block | RGS12 GoLoco inh | TR SRC2 fluor cs | SMN2 splice up | LMNA splice mod | TRb SRC2 PPI
COC(=O)c1ccc(CN2[C@H](C(=O)OC)C[C@@]3(O)[C@H](O)[C@H](O)[C@H](O)C[C@@H]23)cc1 | 2% | ? | ? | -7%&6% | -2%&-2% | -14% | nt | -4%&-9%
COCCN1Cc2cccc(C(=O)Nc3cccnc3)c2C1=O | -6% | -2% | ? | 1% | -3% | ? | 5% | -3%
Cc1nn(-c2ccccc2)c2c1C(c1c(C)[nH]c(C#N)c1C)C(C#N)=C(N)O2 (configuration not stated) | -13% | -20% | 15% | 6% | 0% | 23% | 11% | -10%
CN(C)CCN=c1cc(-c2ccccc2)oc2ccc(Cl)cc12 | 5% | 27% | ? | 13% | -3% | 16µM* | nt | -4%
Fc1ccc(NCc2nnc(SCc3ccccc3)o2)cc1 | -4% | -15% | ? | -3% | -3% | nt | nt | -5%
CCOC(=O)CNc1nc(Cl)nc(N2CCCCC2)n1 | -1% | 0% | nt | -2% | -5% | nt | nt | 1%
Cc1cc(-c2ccccc2C(=O)O)on1 | -1% | ? | ? | -9% | -3% | -6% | 6% | -23%
CCC1Oc2ccc(C)cc2N(Cc2cccc(C)c2)C1=O (configuration not stated) | -11% | 2% | -6% | 2% | 1% | -11% | ? | -3%
Cc1noc(C)c1COc1ccc(C(=O)Nc2cccnc2)cc1 | 0.89µM* | -2% | -2% | 14% | -1% | 5% | 23%[46 µM] | 2%
CC/C(=N\NC(=O)c1ccc(N(C)C)cc1)c1ccccc1 | i | 0% | 28µM* | -6% | -3% | ? | ? | -17%
O=C(CSC(=S)N1CCOCC1)Nc1ncc2c(n1)CCCC2=O | 0% | -4% | nt | 10% | -5% | nt | nt | 0%
Cn1c(N)c(C(c2ccccc2)c2c(N)n(C)c(=O)n(C)c2=O)c(=O)n(C)c1=O | -3% | 12% | -4% | 7% | 2% | -19% | 8% | 5%
CC(=O)Nc1ccc(S(=O)(=O)N2CCSC2c2ccccc2)cc1 (configuration not stated) | -21% | 3% | -14% | 1% | -1% | -16% | 9% | -6%
CCc1ccc(S(=O)(=O)NCCc2csc(C)n2)s1 | -1% | -4% | -11% | 11% | 1% | -4% | -20%[46 µM] | -5%
COc1ccc(S(=O)(=O)NCCSC(C)(C)C)c(Cl)c1Cl | 1% | -3% | 2.4µM* | -20% | -1% | -11% | -30% | 3%
COc1ccc(N2C(=O)[C@@H]3[C@H](C2=O)[C@H](C(C)=O)N2c4ccccc4C=C[C@@H]32)cc1 | -9% | ? | nt | 48%[activator] | -3% | nt | nt | -3%
CC(C)C(=O)Nc1ccc(NC(=O)c2cc3ccccc3o2)cc1 | -5% | -27% | 3% | 2% | -2% | ? | 13% | 1%
O=C(O)/C=C/C(=O)NNC(=O)c1ccc(Br)cc1 | -10% | 7% | ? | -11% | -6% | 10% | -13% | 0%
CCc1ccc(NC(=O)C[n+]2cc(-c3ccc(C)cc3)n3c2CCC3)cc1 | -6% | 6% | nt | 12% | 1% | nt | nt | 7%
CCOC(=O)c1ccc(Nc2cc(C)nc3nc(C)nn23)cc1 | -7% | -14% | -3% | -13% | -2% | 18% | 9% | 5%
COC1OC2COC(c3ccccc3)OC2C(O)C1O (configuration not stated) | i | 3% | 5% | 1% | -3% | nt | nt | -7%
COc1cccc(-c2noc(-c3ccoc3C)n2)c1 | -5% | -7% | 0% | 5% | -3% | nt | nt | -4%
COc1ccc(-c2onc(C)c2-c2ccc3c(c2)OCCO3)c(O)c1 | -8% | 1% | 1% | -1% | -1% | 9% | -25%[46 µM] | -11%
O=C(CC1COc2ccccc2O1)NC1CCCCC1 (configuration not stated) | -9% | 8% | 2% | -3% | 1% | -12% | -11% | -8%
CC(C)Cc1cc(C(=O)NCc2cccnc2)no1 | 3% | 3% | 2% | 2% | -2% | 11% | 5% | -3%
OCCN(Cc1ccccc1)CC1CC2C=CC1C2 (configuration not stated) | i | -3% | 0% | -1% | 1% | 3% | -2% | 4%
O=S(=O)(Cc1ccccc1Cl)Nc1ccccn1 | 0% | ? | ? | 5% | -2% | ? | -5% | 4%
Cc1ccc2c(C(=O)CN3CCOCC3)c(C)[nH]c2c1 | -7% | 1% | -1% | 4% | 2% | 14% | -17% | -12%
Cc1cccc(NC(=O)c2ccccc2Br)n1 | -3% | -5% | ? | -3% | 0% | 8% | -11% | -4%
COc1cc2c(cc1OC)CN(CC(=O)Nc1ccc3c(c1)OCO3)CC2 | -13% | -5% | 0% | -3% | 3% | 15% | 2% | 1%
CN(c1ccc(C(=O)NCc2ccc3c(c2)OCO3)cc1)S(=O)(=O)c1ccccc1 | i | 2% | 17% | 10% | 0% | -2% | 14%[46 µM] | 4%

Taken from above:
Reading of `CC(=O)Nc1ccc(S(=O)(=O)N2CCSC2c2ccccc2)cc1` (configuration not stated) under ALDH1A1 block: -14%
Reading of `CC(C)Cc1cc(C(=O)NCc2cccnc2)no1` under RGS12 GoLoco inh: 2%
Reading of `CN(C)CCN=c1cc(-c2ccccc2)oc2ccc(Cl)cc12` under SMN2 splice up: 16µM*
Reading of `CC(C)C(=O)Nc1ccc(NC(=O)c2cc3ccccc3o2)cc1` under JMJD2E inh: -27%

Not all compounds are listed; count on the stated rates, not on these rows.
